Bioassay records as filed in PubChem BioAssay.
Growth percent in the NCI-60 one-dose screen (48 h, 10 µM unless noted): 100 = growth as untreated, 0 = no growth, -100 = all killed.
A498: A498 renal cancer cells; 5.4% of 76,000 active
ACHN: ACHN renal cancer; AID 1794771; 4.9% of 81,000 active
UO-31: UO-31 renal cancer; 5.2% of 81,000 active
CAKI-1: CAKI-1 renal cancer; AID 1794772; 4.7% of 75,000 active
RXF 393: RXF 393 renal cancer cells | 6.9% of 77,000 active
SN12C: SN12C renal cancer cells | 3.8% of 81,000 active
786-0: 786-0 renal cancer cells. 5.1% of 81,000 active
TK-10: TK-10 renal cancer cells | 3.9% of 81,000 active | AID 1794769
An asterisk follows results filed as active; · = not tested or not shown; & = joins results of further samples. The calls were made as follows: active = growth percent below 10; inactive = the rest.

Each structure is followed by: ACHN, A498, TK-10, UO-31, RXF 393, SN12C, CAKI-1, 786-0
- CCOC(=O)/C(OCC)=C(\C#N)c1ccccc1
  100, 95, 108, 95, 112, 101, 95, 101
- O=C(N/N=C/c1cc2ccccc2nc1Cl)c1cc(-c2nc3ccccc3[nH]2)nc2ccccc12
  89, 55, 92, 71, 96, 100, 72, 85
- CN(C)c1ccc(/C=C/C(=O)c2ccc3ncc(C(N)=O)c(Nc4ccc(Cl)cc4)c3c2)cc1
  102, 80, 137, 80, 109, 102, ·, 104
- Cn1cccc1-c1cc(-c2cccc(F)c2)c(C#N)c(=O)[nH]1
  96, ·, 103, 77, 110, 98, 84, 101
- CC(C)CC(C)NCC(C)O (configuration not stated)
  102, 85, 113, 87, 118, 104, 101, 105
- CC(C)(C)n1nnnc1C(NC12CC3CC(CC(C3)C1)C2)c1ccccc1 (configuration not stated)
  107, ·, 90, 87, 104, 102, 97, 101
- NCCC(=O)N(Cc1ccccc1)C(N)=O
  ·, 90, 82, 82, 118, 103, ·, 106
- C=C1CC[C@H](O)C/C1=C/C=C1\CCC[C@]2(C)C([C@H](C)/C=C/[C@H](C)C(C)C)CC[C@@H]12 (some centres not stated)
  80, 114, ·, 67, 106, 94, 95, 85
- CC(=O)N[C@H](C(=O)N[C@H](Cc1ccccc1)C(=O)N[C@H](CS)C(=O)N[C@H](CCCN=C(N)N)C(=O)N[C@H](CCCN=C(N)N)C(=O)N[C@H](CCCN=C(N)N)C(N)=O)[C@@H](C)O
  107, 88, 118, 99, 103, 105, 89, ·
- NC(=O)c1ncc(-c2ccc(C(F)(F)F)cc2)c(NC2CCCCCC2)n1
  87, 84, 101, 71, 94, 95, 83, 97
- O=C(O)c1ccccc1-n1c2ccccc2c2ccccc21
  99, 120, 112, 84, ·, 97, ·, 106
- C=C(C)[C@@H]1CC[C@]2(C(N)=O)CC[C@]3(C)[C@H](CC[C@@H]4[C@@]5(C)C/C(=C/c6cc(OC)cc(OC)c6)C(=O)C(C)(C)[C@@H]5CC[C@]43C)[C@@H]12
  72, 68, 95, 52, 19, 82, 50, 64
- COc1cc2c(cc1OC)-c1ccc3cc4c(cc3c1N(CCCN1CCCCC1)C2)OCO4
  ·, 65, 73, 38, 44, 30, ·, 40
- O=C(COc1cccc(/C=C2\COc3ccccc3C2=O)c1)c1ccccc1
  87, 87, 92, 75, 70, 85, 53, 89
- CCN(CC)CCCC(C)Nc1nc(-c2ccccc2)nc2ccccc12 (configuration not stated)
  98, 64, 107, 60, ·, 90, 91, 85
- OCCSCc1ccc(F)cc1
  104, 120, 112, 92, 103, 116, 102, 106
- COC(=O)C1=CCC[C@@H]2[C@@](C)(CC(=O)c3ccoc3)[C@H](C(=O)OC)CC[C@@]12C
  98, 97, 134, 82, 131, 114, 93, 105
- COc1ccc(CSc2nc3ccc(C)cc3c(=O)n2-c2ccc(OC)cc2)cc1
  108, 78, 119, 87, 109, 97, 84, 116
- COc1ccc(Cn2c(NCCN)nc(=O)n(Cc3ccc(F)cc3)c2=O)cc1
  84, 89, 96, 75, 86, 105, 101, 97
- CN(C)c1ccc(/C=C2/C=C(c3ccc(-c4ccccc4)cc3)OC2=O)cc1
  88, 70, 83, 61, 67, 82, 88, 84

4 compounds from above, ordered by SMILES length, largest number first:
Each structure is followed by: ACHN, A498, TK-10, UO-31, RXF 393, SN12C, CAKI-1, 786-0
- CN(C)c1ccc(/C=C/C(=O)c2ccc3ncc(C(N)=O)c(Nc4ccc(Cl)cc4)c3c2)cc1
  102, 80, 137, 80, 109, 102, ·, 104
- O=C(N/N=C/c1cc2ccccc2nc1Cl)c1cc(-c2nc3ccccc3[nH]2)nc2ccccc12
  89, 55, 92, 71, 96, 100, 72, 85
- O=C(O)c1ccccc1-n1c2ccccc2c2ccccc21
  99, 120, 112, 84, ·, 97, ·, 106
- CC(C)CC(C)NCC(C)O (configuration not stated)
  102, 85, 113, 87, 118, 104, 101, 105

Next part:
Each structure is followed by: ACHN, A498, TK-10, UO-31, RXF 393, SN12C, CAKI-1, 786-0
- O=[N+]([O-])c1ccc(N=Nc2ccc(N(CCO)CCO)cc2)cc1
  100, 128, 110, 74, 117, 117, 105, 109
- O=S(=O)(c1nc(-c2ccc(Br)cc2)oc1-c1ccc(Cl)cc1)N1CCCC(O)C1 (configuration not stated)
  54, 83, 102, 37, 51, -60*, 71, 59
- O=C(O)C(CCc1ccccc1)N1CCOCC1 (configuration not stated)
  103, 96, 105, 93, 112, 98, 77, 99
- Nc1[nH][nH]c(=O)c1N=Nc1ccccc1
  104&91, 86&87, 109&112, 85&83, 107&123, 106&98, 104&104, 109&113
- CC(Sc1nc2ccccc2c(=O)n1Cc1ccc(S(N)(=O)=O)cc1)C(=O)Nc1ccccc1 (configuration not stated)
  95, ·, 104, 72, 96, 100, 88, 103
- O=[N+]([O-])C1[C@H](c2c[nH]c3ccccc23)c2c([nH]c3ccccc23)[C@H]1c1c[nH]c2ccccc12 (some centres not stated)
  81, ·, 113, 71, 89, 88, 77, 101
- Cc1ccc(N2CCN(CC(O)COc3ccccc3Cl)CC2)cc1 (configuration not stated)
  97, 97, 100, 105, 114, 95, 112, 99
- COc1ccc(Nc2ncccc2NC(=O)c2cn(Cc3cccc(Oc4ccccc4)c3)nn2)c(OC)c1
  101, 72, 101, 64, 86, 92, 89, 87
- CC(C)C[C@H](N)C(=O)N=S(N)(=O)c1cc(Cl)cs1 (some centres not stated)
  91, 112, 83, 77, 92, 89, 85, 83
- CCCCN(CCCC)C(C)CO (configuration not stated)
  107, 93, 96, 97, 103, 111, 99, 101
- O=S(=O)(Nc1cccnc1Sc1ccccc1)c1cc(Cl)ccc1Cl
  109, 88, 105, 85, 105, 108, 99, 96
- O=C(O)[C@H](O)[C@@H](O)[C@H](O)[C@H](O)CO
  102, 116, 104, 82, 112, 106, 95, 104
- COc1ccc2c(c1)C(=O)/C(=C/c1cccc(OCC(=O)c3ccccc3)c1)CC2
  94, 89, 107, 9.9*, ·, 114, 80, 88
- Cc1ccc(-c2cc3nc(C(Cl)Cl)nc(-c4ccc(C)cc4)n3n2)cc1
  66, ·, 92, 101, 77, 99, 75, 89
- O=C(Nc1ccccc1Br)c1ccc(Cl)cc1Cl
  113, 59, 107, 89, 96, 105, 98, 92
- CC(=O)Nn1cc(C(=O)c2ccccc2O)cc(-c2ccccc2)c1=O
  111, 101, 94, 88, 95, 93, 98, 101
- O=C(O)c1ccccc1C(=O)OC1CCCC2CCCC21 (configuration not stated)
  103, ·, 116, 104, 104, 96, 93, 116
- COC(=O)[C@H](Cc1ccccc1)NC(=O)COc1c(OC)c(OC)cc2oc(-c3cccc(C(=O)Nc4ccc(Cl)cc4)c3)cc(=O)c12
  90, 111, 113, 73, 86, 103, 92, 91
- Cc1sc2ncn(CC(=O)Nc3ccc(S(N)(=O)=O)cc3)c(=O)c2c1C
  103, 100, 109, 73, 114, 99, 95, 101
- CCOC(=O)CSc1nc(-c2ccccc2)c(C#N)c(N)c1C#N
  ·, 66, 90, 73, 108, 97, ·, 80

The list goes on, starting with the last two of the part before.
Each structure is followed by: ACHN, A498, TK-10, UO-31, RXF 393, SN12C, CAKI-1, 786-0
- Cc1sc2ncn(CC(=O)Nc3ccc(S(N)(=O)=O)cc3)c(=O)c2c1C
  103, 100, 109, 73, 114, 99, 95, 101
- CCOC(=O)CSc1nc(-c2ccccc2)c(C#N)c(N)c1C#N
  ·, 66, 90, 73, 108, 97, ·, 80
- Cc1c(C)c2c(c(C)c1OC(=O)CCC(=O)[O-])CCC(C)(CCCCCCCCCCC[P+](c1ccccc1)(c1ccccc1)c1ccccc1)O2 (configuration not stated)
  -5.7*, -74*, -14*, -3.4*, -78*, -66*, -28*, -50*
- COC1OC2COC(c3ccccc3)OC2C(NC(C)=O)C1OC(C)=O (configuration not stated)
  109, 81, 110, 80, 111, 104, 98, 121
- CC(SC(C)C(=O)N/N=C/c1c[nH]c2ccccc12)C(=O)N/N=C\c1c[nH]c2ccccc12 (configuration not stated)
  104, 99, 127, 78, 106, 100, 109, 105
- N#Cc1c(-c2ccccc2)cc(-c2ccccc2)n(CC(=O)O)c1=O
  76, ·, 84, 69, 62, 70, 47, 63
- Cn1c2ccccc2c2c3c(c4c5ccccc5n(C)c4c21)C(=O)OC3
  87, ·, 135, 61, 101, 92, 83, 102
- CCN(CC)c1ccc(C=Nc2ccnc3ccc(OC)cc23)cc1
  102, 113, 92, 89, 106, 98, 101, 101
- N#Cc1c(N2CCOCC2)nc2sc3cc(Cl)c(Cl)cc3n2c1=N
  111, 125, 154, 78, 181, 103, 100, 107
- CC(=O)CC(c1ccc([N+](=O)[O-])cc1)c1c(O)c2ccccc2oc1=O (configuration not stated)
  98, 70, 105, 77, 108, 92, 94, 95
- COc1cc2c(cc1OC)C1c3ccc(OC)c(OC)c3OCC1(O)C2 (configuration not stated)
  105, 41, 122, 86, 113, 94, 90, 123
- CNCCC1CCCCC1
  103, 90, 94, 98, 103, 104, 98, 99
- COc1ccc(C(C#N)C(=O)c2cc(OC)c3c(c2)OCCO3)cc1 (configuration not stated)
  109, 98, 97, 93, 104, 123, 93, 105
- COc1ccc(C2=CSc3ccccc3N2)cc1
  86, 113, ·, 75, 109, 102, 90, 107
- Cc1cc2nc3ccc(N(C)C)cc3nc2cc1N
  81, 84, 79, ·, 103, 86, 97, ·
- COc1ccc(C2=C(C#N)[C@]3(C(=O)Nc4ccc(OC)cc43)c3c(-c4ccccc4)nn(-c4ccccc4)c3N2)cc1
  81, 73, 75, 58, 51, 91, ·, 79
- Cc1ccc(CNc2ccccc2)cc1
  106, 104, 108, 92, 105, 98, 97, 99
- COc1ccc(C(=O)c2ccccc2CN2C(=O)c3ccccc3C2=O)cc1
  102, ·, 104, 75, 107, 105, 102, 101
- Cc1cc(O)ccc1C1(c2ccc(O)cc2C)OS(=O)(=O)c2ccccc21
  112, 94, 96, 87, 89, 98, 97, 106
- CC1=CC(c2ccc(Cl)cc2)N2C=C(C)SC2=N1 (configuration not stated)
  115, 96, 101, 98, ·, 98, 103, 103
- O=C(NCCCl)Nc1ncccc1OCc1ccc(Cl)cc1
  106, 88, 88, 87, 94, 98, 101, 97
- C#C[C@]1(O)CC[C@H]2[C@@H]3CC=C4c5sc(-c6cccc(O)c6)nc5CC[C@]4(C)[C@H]3CC[C@@]21C
  -59*, -67*, 2.8*, -30*, -69*, -49*, -20*, -58*
- CCOC(=O)NC(=S)C1=C(N2CCOCC2)CCC1
  101&98, 110, 103&125, 85&79, 104, 100&106, 93&104, 99&102
- COc1ccc(Sc2cncc(NC3CCCCCC3)n2)cc1
  89, 87, 120, 56, 114, 94, 85, 99
- Cc1nc(/N=C(\N)NC(=O)Nc2ccccc2Cl)sc1C
  52, -16*, 71, 58, 4.0*, 43, 31, 57
- Cc1cccc(N)n1
  102, 91, 93, 92, 110, 102, 93, 98
- OC(c1ccccc1)c1nnc(SCc2ccccc2)n1Cc1ccccc1 (configuration not stated)
  87, 90, 103, 68, ·, 90, 97, 95
- Cc1ccncc1CNC(=O)c1ccccc1
  113, 102, 100, 91, 117, 98, 96, 94
- N[C@@H](Cc1cn(-c2ccnc3ccccc23)nn1)C(=O)O
  96, 110, 101, 88, 121, 93, 97, 104
- CC(C)(C)c1ccc(S(=O)(=O)N[C@H]2CC[C@H]3[C@@H]4CCc5cc(O)ccc5[C@H]4CC[C@]23C)cc1
  35, 34, 68, 25, 12, 28, 39, 50
- O=C(Nc1ccncc1)C(=O)c1cn(S(=O)(=O)c2ccc(Br)s2)c2ccccc12
  89, 75, 90, 70, 93, 95, 75, 87
- COc1cc(C2CC(c3cccc(Nc4ccncc4)c3)=NN2c2ccc(Cl)cc2)cc(OC)c1OC (configuration not stated)
  -62*, 64, 68, 42, ·, 55, 19, 104
- COc1cc2cc(Oc3ccc(NC(=O)Nc4ccc(Cl)c(C(F)(F)F)c4)cc3)c(C)nc2cc1OCCN1CCOCC1
  10, 42, 43, 28, 44, 10, 19, 29
- O=C(O)c1ccc(-n2cc(CNc3ccc(F)c(C(F)(F)F)c3)c(-c3ccc(F)cc3)n2)cc1
  75, 119, 131, 75, ·, 89, 96, 112
- O=C(OCc1ccccc1)C(=O)OCc1ccccc1
  98, 99, 111, 78, 118, 100, 99, 110
- Oc1ccccc1CN1CCC2(CCCN(Cc3ccccc3F)C2)C1 (configuration not stated)
  99, 97, 96, 57, 101, 94, 91, 92
- Clc1ccc(-c2nnc(CCc3nc(-c4ccc(Br)cc4)no3)o2)cc1
  103, 117, 125, 85, 107, 104, 97, 107

Some values from the results shown:
For TK-10, CCOC(=O)/C(OCC)=C(\C#N)c1ccccc1 reads 108
For A498, CC(C)(C)c1ccc(S(=O)(=O)N[C@H]2CC[C@H]3[C@@H]4CCc5cc(O)ccc5[C@H]4CC[C@]23C)cc1 reads 34
For ACHN, OC(c1ccccc1)c1nnc(SCc2ccccc2)n1Cc1ccccc1 (configuration not stated) reads 87
For TK-10, COc1ccc(Cn2c(NCCN)nc(=O)n(Cc3ccc(F)cc3)c2=O)cc1 reads 96
